RORg inh – ROR gamma (mouse) transcription inhibition; Potency, µM (doses to about 53.6 µM), without a hit: top-dose activity change, negative = inhibition, actives largely listed as inhibitors; P51450; 310,000 compounds, 5.4% hits; AID 2551; Drosophila S2 Gal4-RORgamma UAS-luciferase reporter, 20 h; note: potency is the fitted concentration of half-maximal effect; % is set by controls: 0 for no effect and ±100 for the full control effect; nearly all actives have a fitted effect of over 60% in size
Target sequence (P51450 whole entry, looked up, the tested form may be a part): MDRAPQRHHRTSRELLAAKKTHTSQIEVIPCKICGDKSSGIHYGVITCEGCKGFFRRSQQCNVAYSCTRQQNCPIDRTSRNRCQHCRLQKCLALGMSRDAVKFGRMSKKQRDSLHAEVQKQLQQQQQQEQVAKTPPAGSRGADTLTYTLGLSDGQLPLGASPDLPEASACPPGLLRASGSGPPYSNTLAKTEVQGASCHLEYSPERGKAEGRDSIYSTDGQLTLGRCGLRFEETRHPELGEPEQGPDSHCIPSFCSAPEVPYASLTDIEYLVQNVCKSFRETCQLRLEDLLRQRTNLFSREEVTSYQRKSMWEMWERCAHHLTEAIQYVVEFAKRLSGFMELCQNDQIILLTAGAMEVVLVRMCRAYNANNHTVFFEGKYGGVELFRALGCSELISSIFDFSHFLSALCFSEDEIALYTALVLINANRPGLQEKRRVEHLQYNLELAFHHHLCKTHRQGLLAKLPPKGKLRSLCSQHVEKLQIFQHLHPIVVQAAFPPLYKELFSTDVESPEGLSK
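Using a luciferase readout, inhibitors were identified by reduced reporter activity in Drosophila cells coexpressing a copper-inducible Gal4–ROR gamma fusion and UAS-driven Photinus luciferase, incubated 20 hr after 700 uM copper sulfate.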
FLuc modulator – counter-screen for miR-21 project: firefly luciferase inhibitors or activators. purified FLuc, Km substrates, luminescence inhibition. Potency, µM (top dose mostly 57.5 µM), without a hit: at the highest dose activity change, negative = inhibition, most hits filed as inhibitors. 360,000 compounds, 6.9% hits;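 note: potency is the fitted concentration of half-maximal effect; plate controls were vehicle for no effect and reference inhibitor for full effect; nearly all actives have a fitted effect of over 55% in size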
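Purified P. pyralis luciferase (10nM final) with 10uM D-luciferin and 10uM ATP (Km levels) in 50mM Tris acetate pH 7.5, 10mM Mg acetate, 0.01% Tween-20, 0.05% BSA; qHTS 6-point titration, ~60 µM downward; luminescence read.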
Giardia kill – Giardia lamblia killing | Giardia lamblia trophozoite viability | activity change, % at 7.66 µM, hits read low | 340,000 compounds, 0.15% hits | AID 540267; in the data active = activity change below about -80%; inconclusive = between about -30% and that limit;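 note: parasites exposed to compound for two days anaerobically before the ATP read; % is set by controls: 0 for no effect and ±100 for the full control effect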
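Trophozoite viability was measured as ATP-dependent luminescence, read 15-30 min after reagent addition. Before that, parasites at 100 cells/well were exposed to compounds for 48 h, anaerobically, at 37 deg C.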
Tb PFK inh – inhibitors of T. brucei phosphofructokinase; O15648; Potency, µM (doses to about 57.5 µM), for the others: top-dose activity, negative = inhibition, most hits filed as inhibitors; 330,000 compounds, 0.17% hits; T. brucei PFK, ADP-Glo luminescence; AID 485367;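 note: potency is the fitted concentration of half-maximal effect; 0% = uninhibited 1x PFK enzyme wells and -100% = no-enzyme wells; nearly all actives have a fitted effect of over 60% in size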
Target sequence (O15648 whole entry, looked up): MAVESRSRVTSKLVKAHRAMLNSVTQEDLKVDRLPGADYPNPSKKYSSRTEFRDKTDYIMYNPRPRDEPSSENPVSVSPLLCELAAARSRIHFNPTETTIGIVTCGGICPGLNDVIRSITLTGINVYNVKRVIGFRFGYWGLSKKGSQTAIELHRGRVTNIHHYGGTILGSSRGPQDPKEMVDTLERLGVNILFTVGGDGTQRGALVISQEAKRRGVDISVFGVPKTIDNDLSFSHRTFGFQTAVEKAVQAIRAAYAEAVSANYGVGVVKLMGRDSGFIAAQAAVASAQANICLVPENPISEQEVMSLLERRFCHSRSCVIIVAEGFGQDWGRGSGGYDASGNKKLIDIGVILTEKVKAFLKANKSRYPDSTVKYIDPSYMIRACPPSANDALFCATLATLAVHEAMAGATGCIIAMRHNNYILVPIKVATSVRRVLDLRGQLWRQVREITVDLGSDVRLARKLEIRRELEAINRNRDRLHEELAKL
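ADP-Glo luminescence quantified ADP after 45 min at room temperature, with 1.25 nM T. brucei PFK, 0.1 mM ATP and 0.5 mM fructose-6-phosphate in pH 8.0 TEA buffer. qHTS titrations up to 57 µM; curves classified by quality.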
NPC1 prom act – activators of NPC1 promoter | Huh7 NPC1 promoter luciferase reporter, 24 h | Potency, µM (series often up to 9.22 µM), for the others: at the highest dose activation, actives largely listed as activators | 320,000 compounds, 2.4% hits;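 note: potency is the fitted concentration of half-maximal effect; % of control where 0% means no effect; nearly all actives have a fitted effect of over 60% in size; reporter is driven by a mutant NPC1 promoter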
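In 1536-well qHTS, Huh7 cells harboring an NPC1 promoter–luciferase construct received compound for 24 h; activation was quantified by luminescence following luciferase reagent addition.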
Gal4-VP16 FLuc – counter-screen for ROR gamma inhibitors: Gal4-VP16 reporter. Drosophila S2 Gal4-VP16 UAS-luciferase, luminescence, 20 h. Potency, µM (series often up to 53.6 µM), for inactives: top-dose activity, negative = inhibition, usual class: inhibitors. 310,000 compounds, 3.5% hits. AID 2546;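 note: Gal4-VP16 expression switched on by copper sulfate through the metallothionein promoter; potency is the fitted concentration of half-maximal effect; % is set by controls: 0 for no effect and ±100 for the full control effect; nearly all actives have a fitted effect of over 50% in size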
ELG1 genotoxic – genotoxicity induction in ELG1-luciferase HEK293T cells; HEK293T ELG1-luciferase reporter, luminescence, 16 h; Potency, µM (series often up to 46 µM), for inactives: at the top dose activity change, positive = activation, most hits filed as activators; 330,000 compounds, 1.3% hits; AID 504466; note: potency is the fitted concentration of half-maximal effect; % of control where 0% means no effect; nearly all actives have a fitted effect of over 60% in size
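Screening used a luciferase reporter fused to human ELG1 in HEK293T cells. Luminescence was read on a CCD plate imager after 16 hr exposure and 30 min ONE-Glo incubation.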
FBPA coupling cs – coupling enzyme interference in Giardia aldolase counter-screen; coupling enzyme system counterscreen, AmpLite Red fluorescence; activity change, negative = inhibition, % at 58.2 µM, hits read low; 290,000 compounds, 0.67% hits; in the data active = activity change below about -30%; note: % is set by controls: 0 for no effect and ±100 for the full control effect
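Counterscreen of the coupled detection system alone, without aldolase: glyceraldehyde-3-phosphate coupling enzymes plus AmpLite Red readout. Compounds at 57.5 uM final, 10 min RT preincubation, 20 min RT reaction, fluorescence 525/598 nm.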
KCNH2 3.1 block – inhibitors of human KCNH2 3.1 potassium channel isoform; U2OS KCNH2 3.1, thallium flux FluxOr; hits give low values; activity change, % (tested at about 1.8 µM); 340,000 compounds, 0.95% hits; AID 720553;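 active = maximum activity change below -70%; inconclusive = maximum activity change from -70% to -50%; inactive = maximum activity change above -50%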;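 note: thallium influx rate constant from kinetic fluorescence after stimulation buffer; % is set by controls: 0 for no effect and ±100 for the full control effect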
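Normalized rate constant (relative to positive and negative DMSO controls) derived from a 2 min kinetic fluorescence read after stimulation; U2OS cells expressing the 3.1 isoform via virus at 1.77 x 10^8 /mL.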
uPA surface inh – inhibitors of cell surface uPA generation; cell surface uPA generation assay, qHTS; Potency, µM (top dose mostly 38.3 µM), for the others: at the highest dose activity change, negative = inhibition, hits mostly inhibitors; 330,000 compounds, 0.31% hits; AID 540303; active = well fitted inhibition curve with a large enough effect; inconclusive = small, poorly fitted or top-dose-only effect; inactive = no such curve, though single readings can be large or run the other way; tested in mouse RAW 264.7 cells; note: potency is the fitted concentration of half-maximal effect; % is set by controls: 0 for no effect and ±100 for the full control effect; nearly all actives have a fitted effect of over 55% in size
Rab9 prom act – Rab9 promoter activation. AID 485297. Potency, µM (titrated, usually from 9.22 µM), for the others: top-dose activation, negative = inhibition, usual class: activators. Huh7 Rab9 promoter-luciferase reporter, luminescence, 24 h. 320,000 compounds, 2.8% hits; note: potency is the fitted concentration of half-maximal effect; % of control where 0% means no effect; nearly all actives have a fitted effect of over 60% in size
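Huh7 reporter line, Rab9 promoter upstream of luciferase. Compound exposure 24 h at 37 °C in reduced-serum medium with 10% FBS. Read-out: luminescence.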
Active calls of the source: *; ? = inconclusive; . = not tested or not shown; & = joins results of further samples; [ ] = another dose, or the depositor's remark. Unless noted, calls come from the whole dose curve; as a rule, active = well fitted curve in the direction sought with a large enough effect; inconclusive = small, poorly fitted or top-dose-only effect, or another doubt; inactive = no such curve, though single readings can be large; an effect the other way counts as inactive or inconclusive. Compounds were not picked by outcome; about 14% have a hit in one of these screens.

SMILES	RORg inh	FLuc modulator	Giardia kill	Tb PFK inh	NPC1 prom act	Gal4-VP16 FLuc	ELG1 genotoxic	FBPA coupling cs	KCNH2 3.1 block	uPA surface inh	Rab9 prom act
Cc1ccc(OCCNC(=O)CCNS(=O)(=O)c2ccc(Br)cc2)cc1	.	2%	3	-10%	-2%	.	-8%	.	-13	-9%	-9%
COC(=O)NC1c2ccccc2Oc2ccc(C)cc21 (stereo unspecified)	6%	1%	18	-3%	-6%	3%	-2%	0	0	?	-8%
O=C1NC(c2cccc([N+](=O)[O-])c2)=CCN1c1ccccc1O	16%&31%	1%	-18	2%	14%[46.1 µM]	-8%&5%	3%	3&2	20	?	15%[46.1 µM]
CC(Oc1ccc(Cl)cc1Cl)C(=O)NCc1ccncc1 (stereo unspecified)	38%	-4%	?	1%	6%	-9%	-4%	2	-9	-3%	4%
Cc1ccc(NC(=O)CC2S/C(=N/N=C3\CCCc4ccccc43)NC2=O)cc1 (stereo unspecified)	26%	3%	-22	-4%	-1%	-3%	-1%	0	-7	3%	3%
O=[N+]([O-])c1cccnc1N1CCC(c2cc(-c3ccc(Cl)cc3Cl)n[nH]2)CC1	13%	2%	-21	-3%	-1%	?	-6%	-1	0	-7%	-9%
CS(=O)(=O)N(Cc1ccc(C(=O)N2CCc3ccccc3C2)cc1)c1ccccc1	33%	-7%	7	-5%	1%	?	0%	7	-3	-1%	2%
CCCCCCC(c1c(C)n(C)n(-c2ccccc2)c1=O)c1c(C)n(C)n(-c2ccccc2)c1=O	-16%	-1%	-3	-2%	2%	-3%	-6%	-1	-25	2%	-5%
COc1ccc(N2C(=O)CC(Sc3nc(C)cc(C)n3)C2=O)cc1OC (stereo unspecified)	-3%[1.91 µM]	-2%	-5	-1%	-5%	?	5%	6	6	21%	2%
CN(CCC#N)c1ncnc2scc(-c3ccccc3)c12	14%	2%	-3	1%	-2%	2%	-14%	4	3	1%	6%
Cc1cc(C)c2nc(SCCc3ccccc3)nc(C)c2c1	-9%	0%	9	3%	1%	14%	-1%	-5	-4	5%	-1%
O=C(CC(c1ccccc1)c1cc(Br)ccc1O)NCCN1CCOCC1 (stereo unspecified)	?	1%	-6	12%	10%	?	-24%	2	-24	9%	-1%
CCN(CC)c1cc(C)c2cc(NC(=O)c3ccccc3F)ccc2n1	-1%	-17%	7	-5%	0%	-22%	-4%	1	-39	-25%	-2%
Fc1ccc2c(-c3cccc(C(F)(F)F)c3)c(-c3ccccc3)ncc2c1	.	-8%	-4	0%	1%	.	-1%	.	.	0%	-2%
Cn1c(CCCNC(=O)c2cccs2)nc2ccccc21	-14%	-2%	-1	-7%	3%	20%	0%	0	-6	6%	-5%
COC(=O)c1ccc(Oc2ccc(C(C)(C)C)cc2)c([N+](=O)[O-])c1	?	1%	-12	-4%	1%	-6%	-1%	0	-16	-1%	0%
COc1ccccc1CN1C(=O)c2cccc3cccc(c23)C1=O	-15%	1%	-3	-4%	-2%	13%	-1%	-2	-4	-3%	7%
Cc1ccc(NC(=O)CS(=O)CC(=O)NC(C)CCc2ccco2)cc1Cl (stereo unspecified)	-10%	0%	10	-2%	4%	-6%	1%	0	-12	5%	4%
Cc1onc(-c2ccccc2)c1C(=O)Nc1nnc(C(C)C)s1	-33%	0%	5	-6%	-3%	-18%	1%	4	-5	4%	0%
COc1ccc(C(=O)COC(=O)C(CC(C)C)N2C(=O)c3ccccc3C2=O)cc1 (stereo unspecified)	?	?	-10	-2%	0%	5%	0%	4	-7	.	-1%
COc1ccc(Br)cc1S(=O)(=O)Nc1ncn[nH]1	-17%	3%	15	2%	-2%	-9%	6%	0	-9	1%	0%
C=CCN1C=C2C(=O)C(C)(OC(=O)C3CCCC3)C(=O)C=C2C=C1c1ccsc1 (stereo unspecified)	-6%	4%	-22	1%	0%	2%	1%	-9&-23	8	5%	-4%
CC(C)CCN1C(=O)c2ccc(-c3nc4ccccc4c(=O)o3)cc2C1=O	-4%	0%	-9	10%	-5%	-1%	1%	3	15	10%	3%
COC(=O)CSc1cc(SCC(=O)OC)c(C#N)c(SCC(=O)OC)c1	-9%	-12%	4	-8%	-6%	0%	2%	0	0	-12%	-9%
O=C(/C=C/c1ccc([N+](=O)[O-])cc1)NCCc1ccccc1	7%	4%	-22	1%	-1%	-2%[10 µM]	2%	0	-18	11%	0%
CCC1CCc2sc(C(=O)NC3CCN(Cc4ccccc4)CC3)cc2C1 (stereo unspecified)	.	-9%	-6	-4%	-8%	.	?	.	-18	?	-7%
CCOC(=O)C(=O)Nc1ccc(S(=O)(=O)Nc2ncccn2)cc1	-19%	1%	6	-3%	-2%	5%	1%	2	9	.	3%
COc1ccc(Cl)cc1N(CC(=O)NC(C)(C)C)S(=O)(=O)c1ccc(C)c([N+](=O)[O-])c1	-10%	3%	-5	-3%	-1%	-7%	-4%	-5	-2	-2%	-6%
COc1ccc(C2C(C(C)=O)=C(O)C(=O)N2CCc2c[nH]c3ccccc23)cc1 (stereo unspecified)	?	-9%	15	-19%	1%	-8%	-1%	15	9	0%	-2%
O=C1NC(=O)C(Cc2ccccc2)(c2cccnc2)N1 (stereo unspecified)	-6%	-1%	7	-7%	-1%	-4%	0%	2	4	-3%	0%
COc1cc(C(=O)O)nc(OC)n1	-12%	-6%	-11	-3%	-3%	-2%[10 µM]	0%	-1	2	3%	-11%
CCn1c(CC(=O)Nc2ccccc2C)nnc1SCC(=O)NC1CCCC1	-22%	-3%	41[activator]	11%	0%	-8%	-2%	1	5	8%	2%
CCOc1c(Cl)cc(C(=O)NCCN2CCCCC2)cc1Cl	-23%	3%	11	4%	-4%	4%	4%	-1	0	.	0%
CC(=O)c1cccc(NC(=O)N2CCC(C(=O)c3ccc(F)cc3)CC2)c1	3%	-3%	5	2%	0%	-5%	-12%	0	20	4%	-1%
CCC(C(=O)OC)n1cnc2scc(-c3ccc(C)cc3)c2c1=O (stereo unspecified)	13%	-2%	-8	1%	-2%	-5%	-8%	-2	12	10%	-2%
O=C(CCSc1ccccc1)Nc1ccc(OCc2ccccc2)cc1	-3%	1%	-17	2%	28%	-17%	2%	-2	.	6%	29%
COc1ccc(N(CC(=O)NCc2ccco2)S(=O)(=O)c2ccc(C)cc2)cc1OC	-7%	3%	3	0%	-1%	-5%	9%	-1	0	13%	9%
O=C(c1ccc(=O)oc1)N1CCN(c2ccc(F)cc2)CC1	-11%	0%	8	5%	1%	2%	-1%	1	-3	4%	-5%
CCOc1ccc(N(C(=O)CNS(=O)(=O)c2ccccc2)C(CC)C(=O)NCc2ccco2)cc1 (stereo unspecified)	11%	-1%	6	2%	-2%	4%	5%	-7	-13	3%	-3%
COc1ccc(C(=O)NC2(C(F)(F)F)N=C3SCCN3C2=O)cc1 (stereo unspecified)	2%	5%	-2	-2%	-1%	-6%	-2%	4	12	.	0%
Cc1cccc(N2CCN(C(=O)C3CCN(S(=O)(=O)N4CCOCC4)CC3)CC2)c1C	24%	0%	6	-7%	-7%	-5%	-6%	2	8	-9%	-4%
Nn1c(COc2ccccc2)nnc1SCC(=O)O	-9%	3%	-10	-11%	3%	0%	0%	3	3	-4%	1%
O=C(O)c1c[nH]c(=S)n1-c1ccc(F)cc1	-22%	-5%	-1	30%	8%	-16%	2%	-6	-7	1%	6%
CC(C)CCN1C(Nc2ccccc2)=NC[C@@H]1CC(C)C	-15%	0%	-3	-2%	0%	-26%	-3%	0	10	-17%	-2%
Cn1cc(Cl)c(C(=O)NC2CCCC2)n1	1%	-2%	10	4%	-4%	-13%	-3%	2	-26	6%	0%
Nc1cc(-c2cccc([N+](=O)[O-])c2)[nH]n1	-29%	2%	-6	-6%	0%	-8%	-3%	0	2	13%	1%
CC(C)c1ccc(NC(=O)CNC(=O)Cn2ccc3ccccc3c2=O)cc1	-9%	0%&-2%	-2	-4%	-4%	-5%	9%	0	10	-1%	7%
O=C(NC1CCCCC1)c1cccc(OCc2ccccc2)c1	14%	1%	1	2%	-2%	-7%	-5%	0	20	3%	2%
COc1ccc(C)cc1NC(=O)CCCNC(=O)Cn1cnc2sc(C)c(C)c2c1=O	-10%	-1%	-8	0%	-1%	-6%	-5%	-1	-6	-5%	3%
Cc1cc(NC(=O)CSc2nc(-c3cccnc3)ccc2C#N)no1	4%[10 µM]	0%	38[activator]	-3%	6%	2%	-5%	9	-9	-5%	-3%

Assay outcomes from PubChem.
